# CF NFkB inh = inhibitors of cystic fibrosis induced NF-kB; inhibition, % at 5 µM; actives 0.86% (n = 360,000); KKLEB NF-kB-GFP reporter, PAF-induced, GFP fluorescence overnight; AID 588850;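 active means at least 50% inhibition at 5 µM, scaled per plate between neutral and stimulator controls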;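 further: PAF is a Pseudomonas aeruginosa culture filtrate used as stimulus; plate controls were PAF-stimulated DMSO wells for no effect and unstimulated DMSO wells for full effect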
# TRAIL sens C8 = sensitizes caspase-8 expressing cells to TRAIL; actives 1% (n = 360,000); inhibition (viability loss, TRAIL sensitization), % at 10 µM; NB7+C8 cells + TRAIL, ATPlite viability luminescence;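 active means compounds causing at least 50% loss of cell viability in the single-dose screen, relative to plate controls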
# NCOA3 inh = inhibits human SRC3 coactivator; actives 0.17% (n = 360,000); Q9Y6Q9; inhibition, % at 3.6 µM; HEK293 GAL4-SRC3 luciferase reporter, luminescence;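 active means inhibition above a per-campaign cutoff, the mean of all compounds plus 3 SD, cut at about 60% in these data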;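 further: 0% = DMSO-treated cells and 100% = gossypol-treated cells at 36 µM; higher means less SRC3-driven luciferase light from the GAL4 reporter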
# Target sequence (Q9Y6Q9 whole entry, looked up, the tested form may be a part): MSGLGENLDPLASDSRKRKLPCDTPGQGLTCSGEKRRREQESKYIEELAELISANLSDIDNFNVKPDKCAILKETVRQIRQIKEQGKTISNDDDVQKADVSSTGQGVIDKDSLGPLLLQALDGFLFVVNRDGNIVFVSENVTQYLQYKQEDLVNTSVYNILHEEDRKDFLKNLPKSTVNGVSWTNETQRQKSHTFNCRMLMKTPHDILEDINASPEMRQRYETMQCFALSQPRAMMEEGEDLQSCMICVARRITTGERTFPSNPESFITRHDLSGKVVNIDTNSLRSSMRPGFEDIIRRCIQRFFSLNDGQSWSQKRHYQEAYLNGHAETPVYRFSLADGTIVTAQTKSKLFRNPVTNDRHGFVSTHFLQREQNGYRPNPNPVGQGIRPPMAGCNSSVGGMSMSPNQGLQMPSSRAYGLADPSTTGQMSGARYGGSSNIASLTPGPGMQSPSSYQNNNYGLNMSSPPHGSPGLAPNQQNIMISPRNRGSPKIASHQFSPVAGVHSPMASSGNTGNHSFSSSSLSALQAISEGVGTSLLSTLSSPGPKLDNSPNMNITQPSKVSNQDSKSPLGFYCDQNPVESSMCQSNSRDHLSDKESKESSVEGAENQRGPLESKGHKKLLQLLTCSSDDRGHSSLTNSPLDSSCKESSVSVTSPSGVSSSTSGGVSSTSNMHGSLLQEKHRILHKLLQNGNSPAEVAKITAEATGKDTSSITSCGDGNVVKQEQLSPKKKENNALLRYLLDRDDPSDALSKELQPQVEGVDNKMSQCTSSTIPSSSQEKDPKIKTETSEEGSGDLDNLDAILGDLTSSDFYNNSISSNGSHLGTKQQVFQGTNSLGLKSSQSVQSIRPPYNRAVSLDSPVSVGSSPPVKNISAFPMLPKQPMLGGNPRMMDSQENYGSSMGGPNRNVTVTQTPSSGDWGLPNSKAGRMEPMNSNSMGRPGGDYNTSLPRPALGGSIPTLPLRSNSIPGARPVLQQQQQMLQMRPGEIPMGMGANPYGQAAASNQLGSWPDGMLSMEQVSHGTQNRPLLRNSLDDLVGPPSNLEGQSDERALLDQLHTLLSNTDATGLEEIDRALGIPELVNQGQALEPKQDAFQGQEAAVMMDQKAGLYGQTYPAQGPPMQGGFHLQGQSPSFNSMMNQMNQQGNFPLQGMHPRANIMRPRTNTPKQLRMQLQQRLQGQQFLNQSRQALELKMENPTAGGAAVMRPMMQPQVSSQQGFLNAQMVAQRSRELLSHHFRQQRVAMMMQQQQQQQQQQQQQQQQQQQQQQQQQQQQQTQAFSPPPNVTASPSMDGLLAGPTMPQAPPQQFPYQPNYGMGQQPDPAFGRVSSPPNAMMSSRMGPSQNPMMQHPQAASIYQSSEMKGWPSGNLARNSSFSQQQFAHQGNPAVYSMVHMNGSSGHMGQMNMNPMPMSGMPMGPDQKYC
# NR5A2 inv ag = inverse agonists of human LRH-1 (NR5A2). inhibition, % at 3.6 µM. actives 0.13% (n = 360,000). O00482. HEK293T StAR-luciferase reporter, LRH-1 transfected, 24 h. AID 602396;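 active means inhibition above the mean inhibition of all tested compounds plus 3 SD, cut at about 73% in these data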;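 further: 0% = DMSO wells and 100% = reporter-only cells lacking LRH-1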
# EBV LMP1 NFkB = reduces LMP1-driven NF-kappaB luciferase signal. AID 504558. actives 0.69% (n = 350,000). LMP1-induced NF-kappaB luciferase reporter cells, luminescence. inhibition, % at 12.5 µM; in the data active means inhibition above about 41%;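 further: 0% = neutral control wells and 100% = reference inhibitor control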
# COUP-TFII inh = NR2F2 (human) inhibition, primary screen; HEK293T NGFI-A luciferase reporter, luminescence; inhibition, % at 8.6 µM; actives 0.7% (n = 370,000);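 active means inhibition above a per-plate cutoff, mean inhibition of test wells between control levels plus 3 SD, cut at about 38% in these data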;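 further: cells cotransfected with COUP-TFII expression vector driving the NGFI-A reporter; 0% = median of COUP-TF2 test wells and 100% = reporter-only cells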
# KKLEB tox = CF airway cell cytotoxicity counter-screen. KKLEB CF airway cells viability, ATPlite luminescence, overnight; stronger effect = lower value; cells stimulated with P. aeruginosa culture filtrate. activity change (cytotoxicity), % at 5 µM. actives 0.36% (n = 360,000). AID 602141;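 active means corrected activity change at or below -50% at 5 µM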
# SRC1 inh = inhibits human SRC1 coactivator; Q15788; HEK293 GAL4-SRC1 luciferase reporter, luminescence; inhibition, % at 3.6 µM; actives 0.12% (n = 360,000);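 active means inhibition above the campaign mean plus 3 SD, with each screening campaign given its own cutoff, cut at about 60% in these data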;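 further: 0% = DMSO treated cells and 100% = gossypol at 36 µM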
# TWEAK-Fn14 inh = TWEAK-Fn14 signaling inhibition. actives 2% (n = 360,000). inhibition, % at 10 µM. TWEAK-stimulated Fn14 reporter cells, luciferase luminescence, 8 h; in the data active means inhibition above about 50%
# NCOA2 inhibitor = inhibits human steroid receptor coactivator 2; Q15596; HEK293 GAL4-SRC2 luciferase reporter, luminescence; inhibition, % at 9 µM; actives 0.17% (n = 370,000); AID 651957;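 active means inhibition above the mean inhibition of all tested compounds plus 3 SD, set per campaign, cut at about 52% in these data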;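 further: 0% = DMSO treated cells and 100% = cells given Gossypol at 36 µM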
# TROY NFkB inh = inhibitors of TROY-dependent NF-kB signaling. Q293 LMP1-TROYcd NF-kB luciferase reporter, 4 h. inhibition, % at 10 µM. actives 0.98% (n = 360,000);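 active means compounds whose plate-normalised and pattern-corrected inhibition of the luciferase reporter signal at the single screening dose is 50% or more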
# Starred values were filed as active, the others as inactive. This is a random part of the collection, and some 4.2% of all compounds hit somewhere here.
SMILES,CF NFkB inh,TRAIL sens C8,NCOA3 inh,NR5A2 inv ag,EBV LMP1 NFkB,COUP-TFII inh,KKLEB tox,SRC1 inh,TWEAK-Fn14 inh,NCOA2 inhibitor,TROY NFkB inh
Cc1ccc2nc3c(cc(S(=O)(=O)c4ccccc4)c(=N)n3C3CCCC3)c(=O)n2c1,4.2,29.7,-39.3,-11.6,-29.0,-7.8,6.3,-47.7,3.0,-27.8,4.0
CCOC(=O)N1CCC(NC(=O)c2ccc(CS(=O)(=O)c3ccccc3C)o2)CC1,9.9,-5.5,-4.7,-18.7,-2.1,-5.1,0.5,6.0,-7.6,1.3,-4.2
Cc1ccc(S(=O)(=O)N2CCN(C(=O)N(c3ccccc3)c3ccccc3)CC2)cc1,4.6,4.1,6.0,-4.1,1.5,7.1,6.6,-10.8,21.9,9.2,7.4
CCc1cccc(NC(=O)CS(=O)Cc2nc(-c3ccc(C)cc3)oc2C)c1 (centres undefined),3.1,6.9,-5.9,-47.0,0.4,6.9,-0.2,-19.9,2.8,-4.5,11.6
CCn1c(=O)n(CC)c2cc(S(=O)(=O)Nc3c(C)cccc3C)ccc21,15.7,4.5,-5.9,10.1,-5.1,-1.8,-8.7,-1.4,-8.7,-32.8,8.2
CC(=O)NC(c1cccs1)c1cc(F)c2cccnc2c1O (centres undefined),-2.3,6.6,29.9,54.9,53.2*,8.4,7.2,33.9,16.8,19.1,2.3
COc1ccccc1CNC(=O)COC(=O)CSc1ccc(F)cc1,4.3,5.9,-1.1,10.8,3.1,27.8,-2.9,19.7,-33.0,2.9,-28.7
COC(=O)C1CCN(S(=O)(=O)CCNC(=O)c2cccc(OC)c2)CC1,4.1,-5.6,-32.2,-0.9,-1.8,12.8,1.1,-0.8,15.5,-9.1,-9.1
COC(=O)c1ccc(NC2c3ncccc3C(=O)N2Cc2cccs2)cc1 (centres undefined),-1.9,-3.3,2.6,8.0,4.5,10.8,6.3,-31.7,9.0,-9.7,-13.5
Cc1cc(N/N=C/c2ccc(O)cc2)nc(NS(=O)(=O)c2ccccc2)n1,-33.9,-0.8,9.5,-25.6,2.6,0.4,19.7,-6.7,48.5,38.4,15.7
COc1ccc(CN2CCN(C(=O)CC(C)C)CC2)cc1Br,-27.4,3.2,5.6,1.9,-27.1,-16.7,-2.0,-11.7,-11.4,-7.3,3.3
COc1ccc(C(c2sc3nc(C)nn3c2O)N2CCN(CCO)CC2)cc1OC (centres undefined),-22.1,-15.1,-6.7,-15.9,-2.9,-1.6,11.2,-13.4,-7.6,3.6,-22.4
CC1(C)Cc2c(sc(NC(=O)C(=O)N3CCOCC3)c2C#N)CO1,9.6,-8.1,-15.1,1.4,-6.9,-13.3,11.4,-4.3,2.1,7.7,-3.4
CSCCC(NC(=O)c1ccc(Cl)cc1Cl)C(=O)NCc1ccccn1 (centres undefined),-19.1,-7.7,-17.6,-30.7,-3.4,5.3,15.2,-33.9,-1.5,-9.9,-21.0
CC(Oc1ccc2c(-c3ccccc3)cc(=O)oc2c1)C(=O)NCCCn1ccnc1 (centres undefined),-27.7,2.2,-11.2,-6.0,4.3,21.3,2.8,-14.8,-31.6,20.4,4.5
COc1cc(CC(NC(C)=O)C(=O)NC2CCN(c3nc(C)cc(C)c3C#N)CC2)cc(OC)c1 (centres undefined),25.2,-12.3,17.4,10.2,14.8,3.4,-3.5,-1.0,-9.2,15.2,-1.1
CN(C[C@H](CC1CCCCC1)N(C[C@H](Cc1ccccc1)N(CCc1ccccc1)N=O)N=O)N=O,10.0,8.7,-16.6,7.5,-2.7,-9.1,-0.3,0.4,16.0,-11.8,-4.3
CCOC(=O)CCNC(=O)N1CCCC(CNS(=O)(=O)Cc2ccccc2)C1 (centres undefined),-16.5,0.3,0.8,4.6,-5.8,8.3,1.6,4.5,-7.8,-2.0,-7.7
COc1ccc(C2CCCCC2SCC(=O)O)cc1OC (centres undefined),-3.4,0.0,-0.5,-33.3,-0.9,7.5,-4.3,13.3,8.4,-6.8,7.7
CCC(=O)N1CCc2cc(S(=O)(=O)NCCC(=O)NCc3ccccc3OC)ccc21,-0.4,2.1,-7.9,-0.8,0.2,-12.5,17.6,4.0,-14.2,3.0,1.3
O=C(Nc1cccc(NC(=O)C2CC3CCCC(C2)C3=O)n1)C1CC2CCCC(C1)C2=O (centres undefined),9.6,6.4,8.9,11.0,9.1,6.7,7.6,-2.3,0.8,16.6,12.6
COc1cc2nc(/C=C/c3cc(OC)c(OC)c(OC)c3)sc2cc1SC,5.4,-8.9,24.9,57.9,6.0,18.4,-10.3,4.4,18.7,-19.7,23.3

# Random excerpt: 5 compounds from above, in no set order.
SMILES,CF NFkB inh,TRAIL sens C8,NCOA3 inh,NR5A2 inv ag,EBV LMP1 NFkB,COUP-TFII inh,KKLEB tox,SRC1 inh,TWEAK-Fn14 inh,NCOA2 inhibitor,TROY NFkB inh
CCC(=O)N1CCc2cc(S(=O)(=O)NCCC(=O)NCc3ccccc3OC)ccc21,-0.4,2.1,-7.9,-0.8,0.2,-12.5,17.6,4.0,-14.2,3.0,1.3
CSCCC(NC(=O)c1ccc(Cl)cc1Cl)C(=O)NCc1ccccn1 (centres undefined),-19.1,-7.7,-17.6,-30.7,-3.4,5.3,15.2,-33.9,-1.5,-9.9,-21.0
CCn1c(=O)n(CC)c2cc(S(=O)(=O)Nc3c(C)cccc3C)ccc21,15.7,4.5,-5.9,10.1,-5.1,-1.8,-8.7,-1.4,-8.7,-32.8,8.2
COc1ccc(C(c2sc3nc(C)nn3c2O)N2CCN(CCO)CC2)cc1OC (centres undefined),-22.1,-15.1,-6.7,-15.9,-2.9,-1.6,11.2,-13.4,-7.6,3.6,-22.4
CC(=O)NC(c1cccs1)c1cc(F)c2cccnc2c1O (centres undefined),-2.3,6.6,29.9,54.9,53.2*,8.4,7.2,33.9,16.8,19.1,2.3

# High-throughput results from PubChem BioAssay.
